# Screens as filed in PubChem BioAssay.
# WRN helicase inh: WRN helicase (human) inhibition; Q14191; WRN helicase unwinding, fluorescent forked duplex, kinetic; Potency, µM (top dose mostly 114 µM), without a hit: at the top dose activity change, negative = inhibition, actives largely listed as inhibitors; hit rate 0.46% among 360,000; AID 651768; further: potency means the concentration at half of the fitted maximal effect; on the % scale 0 is the no-effect control and ±100 the full control effect; nearly all actives have a fitted effect of over 55% in size
# Target sequence (Q14191 whole entry, looked up): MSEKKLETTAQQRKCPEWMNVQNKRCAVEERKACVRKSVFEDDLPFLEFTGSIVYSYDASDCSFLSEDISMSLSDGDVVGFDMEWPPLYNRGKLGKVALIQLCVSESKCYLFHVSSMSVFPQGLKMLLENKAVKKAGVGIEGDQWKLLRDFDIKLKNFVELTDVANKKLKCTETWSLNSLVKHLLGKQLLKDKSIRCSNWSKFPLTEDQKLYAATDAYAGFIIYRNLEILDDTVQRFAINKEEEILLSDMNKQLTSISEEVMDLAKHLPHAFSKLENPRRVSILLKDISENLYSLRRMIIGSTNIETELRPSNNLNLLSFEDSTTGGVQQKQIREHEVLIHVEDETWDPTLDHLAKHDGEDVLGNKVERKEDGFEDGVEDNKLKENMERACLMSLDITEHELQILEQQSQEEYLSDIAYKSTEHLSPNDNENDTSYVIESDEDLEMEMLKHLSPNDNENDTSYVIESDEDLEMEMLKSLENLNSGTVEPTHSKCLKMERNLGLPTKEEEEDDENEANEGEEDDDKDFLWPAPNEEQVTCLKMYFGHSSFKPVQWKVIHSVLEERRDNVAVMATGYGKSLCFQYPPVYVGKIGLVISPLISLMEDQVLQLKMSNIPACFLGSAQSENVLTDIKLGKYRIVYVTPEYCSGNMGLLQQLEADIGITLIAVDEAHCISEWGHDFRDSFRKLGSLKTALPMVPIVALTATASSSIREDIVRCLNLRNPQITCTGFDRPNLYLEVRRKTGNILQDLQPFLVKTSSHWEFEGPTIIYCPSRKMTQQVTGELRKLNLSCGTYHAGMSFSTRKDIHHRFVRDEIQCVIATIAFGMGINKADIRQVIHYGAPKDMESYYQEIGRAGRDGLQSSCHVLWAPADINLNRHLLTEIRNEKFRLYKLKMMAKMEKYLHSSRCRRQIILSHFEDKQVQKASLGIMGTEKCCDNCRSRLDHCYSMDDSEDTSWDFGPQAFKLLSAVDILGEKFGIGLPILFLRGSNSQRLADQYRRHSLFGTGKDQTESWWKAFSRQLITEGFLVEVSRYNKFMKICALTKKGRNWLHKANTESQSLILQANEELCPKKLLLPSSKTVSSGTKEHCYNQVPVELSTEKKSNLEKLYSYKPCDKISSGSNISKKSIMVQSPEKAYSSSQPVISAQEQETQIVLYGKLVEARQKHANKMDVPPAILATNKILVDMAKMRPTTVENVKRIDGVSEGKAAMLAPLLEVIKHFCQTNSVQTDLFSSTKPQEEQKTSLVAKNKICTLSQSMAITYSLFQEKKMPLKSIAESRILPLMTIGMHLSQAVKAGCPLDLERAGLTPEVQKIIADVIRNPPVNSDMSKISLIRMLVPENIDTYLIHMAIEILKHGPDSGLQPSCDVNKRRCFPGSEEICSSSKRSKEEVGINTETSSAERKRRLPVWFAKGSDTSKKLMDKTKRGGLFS
#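 Kinetic fluorescence helicase assay: unwinding of a quenched forked DNA duplex (100 nM final) with 2 mM ATP final raises red fluorescence (525/598 nm). Compounds sat 15 min at room temperature with 20 nM WRN beforehand.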
# SW480 rerep: induces DNA re-replication in SW480 colon adenocarcinoma cells; SW480 DNA re-replication, Hoechst DNA content imaging, 48 h; hit rate 1.8% among 340,000; Potency, µM (highest dose often 46.1 µM), for inactives: at the top dose re-replication activation, actives largely listed as activators; further: potency means the concentration at half of the fitted maximal effect; % of control where 0% means no effect; nearly all actives have a fitted effect of over 55% in size
#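 Hoechst fluorescence of nuclei (405 nm excitation, 500-530 nm emission) measured by plate-scanning imager after 48 hr compound exposure at 37 C; re-replication scored as increased number of nuclei with elevated intensity.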
# MCF10A rerep: induces DNA re-replication in MCF 10a normal breast cells. Potency, µM (titrated, usually from 46.1 µM), without a hit: at the top dose activity, positive = re-replication, most hits filed as activators. MCF 10A DNA re-replication, Hoechst nuclear intensity, 48 h. hit rate 2.9% among 350,000. AID 624296; further: potency means the concentration at half of the fitted maximal effect; % of control where 0% means no effect; nearly all actives have a fitted effect of over 50% in size
# ATXN2 expr inh: ATXN2 expression inhibition | HEK-293 ATXN2-luciferase reporter, luminescence, 24 h | Potency, µM (top dose mostly 57 µM), without a hit: at the top dose activity change, negative = inhibition, usual class: inhibitors | hit rate 0.72% among 360,000; further: potency means the concentration at half of the fitted maximal effect; on the % scale 0 is the no-effect control and ±100 the full control effect; nearly all actives have a fitted effect of over 55% in size
#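 qHTS (up to 57 uM final) was run with 24 h compound exposure of reporter cells at 37 °C. Each well was multiplexed: SteadyGlo luminescence measured ATXN2-luciferase expression after a fluorogenic Gly-Phe-AFC viability readout (25 uM final).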
# KB-3-1 tox: kills parental KB-3-1 adenocarcinoma cells. KB-3-1 viability, CellTiter-Glo ATP luminescence, 72 h. Potency, µM (doses to about 46.1 µM), without a hit: at the highest dose activity change, negative = cytotoxic, usual class: cytotoxic. hit rate 1.4% among 400,000. AID 1347075; further: potency means the concentration at half of the fitted maximal effect; on the % scale 0 is the no-effect control and ±100 the full control effect; nearly all actives have a fitted effect of over 60% in size
#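 Screening of KB-3-1 cells (DMEM, 10% FBS, phenol-red free) ran from lowest to highest compound concentration; after 72 h at 37 °C viability was read luminescently and curves fitted.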
# HT1080 IDH1KD tx: HT-1080 IDH1 knockdown cell toxicity (counter line); HT-1080 IDH1 knockdown viability, ATP luminescence, 48 h; Potency, µM (series often up to 46.1 µM), without a hit: at the top dose activity, negative = toxicity, actives largely listed as cytotoxic; hit rate 2% among 360,000; AID 686971;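 further: potency means the concentration at half of the fitted maximal effect; 0% = DMSO wells and -100% = cell-free medium wells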
#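 After a 2 h attachment period, IDH1KD HT-1080 cells took pin-transferred compound for 48 h at 37 °C; ATP-based luminescence after 10 min room-temperature reagent incubation reported viability.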
# HT1080NT lethal: kills 2HG-producing HT-1080-NT fibrosarcoma cells | hit rate 1.6% among 360,000 | AID 686970 | Potency, µM (titrated, usually from 46.1 µM), without a hit: top-dose activity, negative = less viability, most hits filed as cytotoxic | HT-1080-NT fibrosarcoma viability, CellTiter-Glo ATP luminescence, 48 h;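 further: NT is the 2HG producing partner of a matched IDH1 knockdown line; potency means the concentration at half of the fitted maximal effect; 0% = DMSO-treated cells and -100% = media-only wells without cells; nearly all actives have a fitted effect of over 55% in size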
#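 HT-1080-NT fibrosarcoma cells (2HG-overproducing), 750 cells/well in RPMI with 5% FBS, dosed after 2 h and incubated 48 h at 37C. CellTiter-Glo luminescence normalized to DMSO and no-cell wells; concentration-response curves fitted and classed.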
# KB-V1 cytotox: KB-V1 MDR subline cytotoxicity; KB-V1 MDR cells viability, CellTiter-Glo, 72 h; Potency, µM (top dose mostly 46.1 µM), for inactives: top-dose activity change, negative = cytotoxicity, hits mostly cytotoxic; hit rate 3.4% among 400,000; AID 1347076; further: potency means the concentration at half of the fitted maximal effect; on the % scale 0 is the no-effect control and ±100 the full control effect; nearly all actives have a fitted effect of over 60% in size
#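 qHTS viability screen in drug-selected KB-V1 MDR cells: 72 h compound treatment at 37 degrees C, ATP luminescence end point.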
# IL1B secr inh: inhibitors of inflammasome signaling (IL-1 beta secretion). THP-1 LPS/ATP IL-1B secretion, AlphaLISA, 16 h; stronger effect = lower value. activity change, % at 57.5 µM. hit rate 4.7% among 360,000; in the data active means activity change below about -50%; inconclusive means mostly about -30% to -49%; further: on the % scale 0 is the no-effect control and ±100 the full control effect
#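 THP-1 cells pretreated 1 hr with compounds (up to 57.5 uM final), then stimulated with LPS (250 ng/mL final) plus ATP (1.25 mM final); secreted IL-1B measured by AlphaLISA after 16 hr, decreased signal indicating inhibition.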
# * hit, by the source's call; ? = inconclusive; nt = not tested or not shown; [ ] = dose if it differs, or a comment. Unless noted, the call rests on the fitted dose curve; in most records, active means well fitted curve in the direction sought with a large enough effect; inconclusive means small, poorly fitted or top-dose-only effect, or another doubt; inactive means no such curve, though single readings can be large; an effect the other way counts as inactive or inconclusive.
SMILES,WRN helicase inh,SW480 rerep,MCF10A rerep,ATXN2 expr inh,KB-3-1 tox,HT1080 IDH1KD tx,HT1080NT lethal,KB-V1 cytotox,IL1B secr inh
COc1ccc(S(=O)(=O)NCc2ccc(C(=O)NCCN(C)Cc3ccccc3)cc2)cc1,-9%,nt,nt,-8%,0%,-15%,-28%,4%,-20
Cc1cc(C(=O)N/N=C/c2cc(Br)ccc2OC(=O)c2ccccc2)n[nH]1,3%,?,22%,27µM*,0%,8.2µM*,?,-4%,166
O=C(NCCCN1CCCC1=O)c1ccc2c(c1)OCO2,0%,-2%,-4%,5%,2%,-11%,-34%,-6%,0
Cc1sc(NC(=O)c2ccccc2)c(C(=O)c2ccccc2)c1C,?,-8%,14%,-7%,16%,-1%,7%,-9%,?
CNc1ccccc1C(C)(C)c1cc(C)[nH]n1,9%,?,?,nt,-1%,-10%,-1%,5%,6
COc1ccc(-n2nc(C(=O)NCC(=O)N3CCCC3)c3ccccc3c2=O)cc1,-8%,-14%,2%,16%,9%,22%,10%,?,22
COc1ccc(OCC(=O)Nc2ccccc2C(=O)Nc2ccc(C(=O)O)cc2)cc1,-23%,12%,1%,9%,nt,-1%,0%,nt,9
COc1ccccc1NC(=O)Nc1ccc(F)c(F)c1,-4%,10%,1%,12%,10%,-21%,-17%,13%,-15
COc1ccc(Cl)cc1NC(=O)COc1cccc(-n2cnnn2)c1,-11%,-4%,7%,-24%,-7%,-3%,-4%,-11%,-16
CS(=O)(=O)c1ccc(Sc2nc3ccccc3s2)c([N+](=O)[O-])c1,-2%,7.3µM*,?,?,-5%,21µM*,-10%,?,-121*
Cc1ccc(NC(=O)Cc2ccc(-c3ccccc3)cc2)nc1,-4%,26%,?,?,1%,-9%,?,-19%,-60*
Cc1c(C#N)c(O)[nH]c(=O)c1N=Nc1ccc(S(N)(=O)=O)cc1,?,1%,4%,-22%,27%,2%,-4%,-5%,28
Cc1cccc(C)c1NC(=S)N(Cc1cccs1)C1CCCC1,?,18%,-4%,-3%,0%,12%,9%,4%,-5
CC1CCN(c2ncnc3c2cnn3-c2ccccc2)CC1,0%,-1%,19%,99%[activator],-13%,1%,3%,-14%,-1
COc1cc(C(=O)NCc2ccc(C)cc2)ccc1OC(F)F,-7%,5%,1%,2%,0%,-5%,3%,23µM*,-8
Cc1cccc(NC(=O)C2CC(=O)N/C(=N/N=C/c3ccco3)S2)c1 (centres undefined),-12%,-5%,-5%,-1%,3%,-11%,-6%,-11%,14
COc1ccc(NC(=O)C(=O)NCCC2CCCCN2S(=O)(=O)c2ccc(F)cc2)cc1 (centres undefined),-8%,?,50%,2.5µM*,?,-57%,?,-4%,-7
COc1ccc(-c2ccc(-c3cc(=O)oc4cc(OC)c(OC)c(OC)c34)cc2)cc1F,0%,-16%,?,8%,0%,-1%,-1%,-1%,-18
Clc1ccc(-c2nnc3c4ccccc4nc(N4CCOCC4)n23)cc1Cl,-6%,-13%,?,-15%,0%,-16%,-3%,2.6µM*,0
Cc1ccc(-n2c(C)nnc2SCC(=O)NC2CC2)cc1,2%,-3%,1%,3%,-1%,17%,14%,8%,8
Cc1ccc(NC(=O)CSCC(=O)Nc2ccc(N3CCOCC3)cc2N2CCOCC2)cc1,-26%,-2%,2%,1%,0%,4%,8%,-3%,26
CCN(C[C@H]1N[C@@](Cc2ccccc2)(C(=O)OC)[C@H]2C(=O)N(Cc3ccccc3)C(=O)[C@@H]12)S(=O)(=O)c1ccc(-c2ccccc2)cc1,1%,?,-3%,10%,0%,3%,12%,0%,-5
COc1ccc(C2SCCN2S(=O)(=O)c2ccccc2)cc1OC (centres undefined),-1%,1%,4%,-7%,-3%,-1%,-1%,?,-9
COc1ccc(COC(=O)CCCN=C2NS(=O)(=O)c3ccccc32)cc1F,-1%,nt,nt,nt,-1%,4%,8%,17%,6
Fc1cccc(CN2CCN(c3ncccn3)CC2)c1,4%,2%,22%,5%,1%,5%,6%,-26%,-20

# In a second layout: entries from further up
# Each structure is followed by: WRN helicase inh	SW480 rerep	MCF10A rerep	ATXN2 expr inh	KB-3-1 tox	HT1080 IDH1KD tx	HT1080NT lethal	KB-V1 cytotox	IL1B secr inh
Cc1ccc(NC(=O)Cc2ccc(-c3ccccc3)cc2)nc1
  -4%	26%	?	?	1%	-9%	?	-19%	-60*
Cc1c(C#N)c(O)[nH]c(=O)c1N=Nc1ccc(S(N)(=O)=O)cc1
  ?	1%	4%	-22%	27%	2%	-4%	-5%	28

# Compound profiles, from the list above. Order of values: WRN helicase inh | SW480 rerep | MCF10A rerep | ATXN2 expr inh | KB-3-1 tox | HT1080 IDH1KD tx | HT1080NT lethal | KB-V1 cytotox | IL1B secr inh
# COc1ccc(Cl)cc1NC(=O)COc1cccc(-n2cnnn2)c1 reads -11% | -4% | 7% | -24% | -7% | -3% | -4% | -11% | -16
# COc1ccc(OCC(=O)Nc2ccccc2C(=O)Nc2ccc(C(=O)O)cc2)cc1 reads -23% | 12% | 1% | 9% | nt | -1% | 0% | nt | 9

# Look-ups from the entries so far:
# `Cc1ccc(NC(=O)CSCC(=O)Nc2ccc(N3CCOCC3)cc2N2CCOCC2)cc1` in HT1080NT lethal is listed with 8%
# `Fc1cccc(CN2CCN(c3ncccn3)CC2)c1` in ATXN2 expr inh is listed with 5%
# `COc1ccc(OCC(=O)Nc2ccccc2C(=O)Nc2ccc(C(=O)O)cc2)cc1` in MCF10A rerep is listed with 1%

# Carrying on:
SMILES,WRN helicase inh,SW480 rerep,MCF10A rerep,ATXN2 expr inh,KB-3-1 tox,HT1080 IDH1KD tx,HT1080NT lethal,KB-V1 cytotox,IL1B secr inh
CCOC(=O)Cc1csc(NC(=O)c2ccoc2C)n1,-9%,-6%,4%,26%,-20%,-27%,-11%[9.24 µM],-15%,0
Cc1cnc(CNC(=O)C2CCC(=O)N(CCc3cccc(F)c3)C2)[nH]1 (centres undefined),-1%,11%,-2%,5%,3%,11%,20%,?,2
O=C(C1CCN(Cc2ccccc2)CC1)N1CCCC1,-1%,-1%,0%,-5%,-4%,0%,-6%,-10%,-12
COc1ccc(C(CC(=O)O)NS(=O)(=O)c2ccc(C)cc2)cc1 (centres undefined),-4%,-8%,-2%,-6%,1%,6%,8%,1%,-9
CCCC(=O)Nc1ccc2oc(-c3ccc(OC)c(Br)c3)nc2c1,12%,?,18µM*,10%,-23%,?,?,2.6µM*,-2
CCCCc1ccc(-c2csc(/C(C#N)=C\c3ccc(C)o3)n2)cc1,-21%,2%,?,-10%,3%,2%,6%,-4%,-50*
COc1ccc(-c2cc(O)cc(O)c2)cc1,-4%,0%,12%,80%[activator],-24%,0%,-2%,-13%,12
CCN(CC)C(=O)CSc1nnc(COc2ccccc2)n1N,4%,19%,-2%,nt,-6%,-4%,-2%,-4%,-3
O=C(OCc1c(-c2ccccc2)ncc2ccccc12)c1ccc(Cl)cc1Cl,2%,-17%[9.22 µM],16%,8%,-4%,0%,0%,-17%,21
Cc1ccccc1NS(=O)(=O)c1ccc(C2CNC(=O)C2)cc1 (centres undefined),0%,17%,-8%,-1%,-4%,0%,5%,-23%,-12
Cc1cc(C)c(NC(=O)Cn2c(=O)c3cccn3c3ccccc32)c(C)c1,1%,-13%,-3%,nt,1%,7%,4%,-7%,10
COc1cccc(NC(=O)C2CC(=O)OC23CCOC(C)(C)C3)c1 (centres undefined),-16%,-4%,-3%,1%,6%,3%,15%,18%,40
CCc1ccc(NC(=O)Nc2ccc3c(c2)CCC3)cc1,2%,3%,-2%,21%,10%,0%,-10%,0%,-4
CCOc1ccc(Cl)cc1-c1cc(C(=O)Nc2cc(OC)c(OC)c(OC)c2)[nH]n1,-10%,nt,nt,?,?,?,?,?,-16
CCc1ccc(N2CC(C(=O)Nc3ccc4c(c3)OCO4)CC2=O)cc1 (centres undefined),0%,-20%,2%,-22%,-1%,-12%,9%,4%,23
O=C(CSc1nc2[nH]ncc2c(=O)[nH]1)Nc1ccc(F)cc1,-9%,2%,2%,7%,19%,11%,-9%,15%,3
CC[C@]12c3[nH]c4ccccc4c3CCN1C(=O)C(CC(=O)NCCN1CCOCC1)C[C@@H]2C(=O)N1CCN(C(=O)c2ccco2)CC1 (some centres undefined),-6%,-16%,0%,3%,0%,10%,14%,0%,2
Cc1onc(-c2ccccc2)c1C(=O)Nc1ccc2c(c1)OCO2,-8%,-2%,-4%,3%,-5%,3%,0%,9%,9
Cc1cnc(N)nc1-c1ccccc1,-3%,nt,nt,nt,9%,9%,3%,4%,-17
COc1ccc(F)cc1S(=O)(=O)N1CCN(C(=O)c2ccco2)CC1,-31%,-1%,?,-3%,3%,17%,17%,0%,18
CCC(=O)c1ccc(OCC(=O)Nc2ccc(N3CCCCC3)cc2)cc1,2%,0%,11%,1%,-1%,7%,10%,9%,0
COC(=O)c1sccc1NN1C(=O)c2ccccc2C1=O,-12%,-2%,4%,-13%,3%,6%,12%,13%,-6
Cc1nc2c(OCc3ccc(C#N)cc3)cccn2c1N(C)C(=O)CCC1CCCC1,-14%,nt,nt,?,?,-21%,-7%,?,-55*

# SW480 rerep: hit marks shown above.
Compound,WRN helicase inh,SW480 rerep,IL1B secr inh
CS(=O)(=O)c1ccc(Sc2nc3ccccc3s2)c([N+](=O)[O-])c1,-2%,7.3µM*,-121*
